Nrf2 activator: activators of Nrf2 (ARE) signaling; AREc32 ARE-luciferase reporter (MCF7-derived line), luminescence, 24 h; Potency, µM (top dose mostly 46.1 µM), for the others: at the highest dose activation, actives largely listed as activators; actives 0.31% (n = 410,000); AID 624171; note: potency is the fitted concentration of half-maximal effect; % of control where 0% means no effect; nearly all actives have a fitted effect of over 65% in size
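ARE-driven firefly luciferase activity in AREc32 cells measured after a 24 hr compound exposure at 37 deg C, using Steady-Glo reagent and a 30 min room-temperature hold.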
IL1B secr inh: blocks inflammasome-driven IL-1 beta release | activity change, % at 57.5 µM | actives 4.7% (n = 360,000) | THP-1 LPS/ATP IL-1B secretion, AlphaLISA, 16 h; active compounds read low; in the data active = activity change below about -50%; inconclusive = mostly about -30% to -49%; note: % is set by controls: 0 for no effect and ±100 for the full control effect
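THP-1 cells pretreated 1 hr with compounds (up to 57.5 uM final), then stimulated with LPS (250 ng/mL final) plus ATP (1.25 mM final); secreted IL-1B measured by AlphaLISA after 16 hr, decreased signal indicating inhibition.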
HepG2 tox: kills HepG2 cells in TGF-b inhibitor counter-screen | HepG2 CAGA-GFP viability, ATP luminescence, 18 h | Potency, µM (doses to about 46.1 µM), for inactives: at the top dose activity change, negative = cytotoxicity, hits mostly cytotoxic | actives 0.76% (n = 410,000) | AID 588856; note: potency is the fitted concentration of half-maximal effect; some results filed as inactive show a strong effect at the top dose
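CellTiter-Glo luminescence gave cytotoxicity after 18 hours at 37 degrees C. The cells were HepG2 CAGA-GFP in 1% FBS DMEM, stimulated with 500 pg/mL TGF-beta after compound addition. %Activity was normalised to no-cell wells (complete cell-killing) and DMSO (no toxicity), and curves were fitted and classified.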
Nrf2 inh: blocks Nrf2 signaling; A549 ARE-Fluc reporter, luciferase luminescence, 18-24 h; Potency, µM (doses to about 46 µM), for inactives: at the top dose activity change, negative = inhibition, usual class: inhibitors; actives 2.1% (n = 360,000); AID 504444; note: potency is the fitted concentration of half-maximal effect; % is set by controls: 0 for no effect and ±100 for the full control effect; nearly all actives have a fitted effect of over 60% in size
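Two sequential reads on A549 ARE_Fluc cells exposed to compound for 18-24 h: a CellTiter-Fluor fluorescence read for viability, then a luciferase luminescence read for Nrf2/ARE activity.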
S2 tox: reduces viability in counter-screen for ATXN expression inhibitors | S2 cells (HEK-293 line with an ATXN2-luciferase reporter) viability, CellTiter-Fluor protease fluorescence, 24 h | Potency, µM (series often up to 56.7 µM), actives largely listed as cytotoxic | actives 0.49% (n = 400,000); note: potency is the fitted concentration of half-maximal effect; nearly all actives have a fitted effect of over 40% in size
MCF10A rereplic: induces DNA re-replication in MCF 10a normal breast cells. MCF 10A DNA re-replication, Hoechst nuclear intensity, 48 h. Potency, µM (highest dose often 46.1 µM), for the others: at the top dose activity, positive = re-replication, hits mostly activators. actives 2.9% (n = 350,000); note: potency is the fitted concentration of half-maximal effect; % of control where 0% means no effect; nearly all actives have a fitted effect of over 50% in size
TGFb SMAD3 inh: TGF-b pathway inhibition; HepG2 CAGA-GFP TGF-b/SMAD3 reporter, GFP fluorescence, 18 h; TGF-beta stimulated, 500 pg/mL final; Potency, µM (doses to about 46.1 µM), for inactives: top-dose activity, negative = inhibition, most hits filed as inhibitors; actives 1.2% (n = 410,000); AID 588855; note: potency is the fitted concentration of half-maximal effect; % is set by controls: 0 for no effect and ±100 for the full control effect; nearly all actives have a fitted effect of over 65% in size
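GFP signal (ex488/em500-530) from TGF-beta-stimulated HEPG2 CAGA-GFP cells, 500 pg/mL final, 18 h at 37 degrees C in DMEM plus 1% FBS, normalized to unstimulated and DMSO-stimulated controls.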
A549 tox: A549 cytotoxicity, counter-screen for Nrf2 inhibitors; A549 ARE-Fluc cells, CellTiter-Fluor viability, 18-24 h; Potency, µM (titrated, usually from 46 µM), inactives show top-dose activity change, negative = cytotoxicity, most hits filed as inhibitors; actives 0.16% (n = 390,000); AID 504648; note: potency is the fitted concentration of half-maximal effect; % is set by controls: 0 for no effect and ±100 for the full control effect
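Cytotoxicity counterscreen: CellTiter-Fluor fluorescence was measured in A549 ARE_Fluc cells after 18-24 h of compound exposure in a concentration series. The subsequent BugLite luminescent read reports ARE-luciferase activity.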
ATXN2 expr inh: reduces ATXN2 reporter expression in HEK-293 cells | HEK-293 ATXN2-luciferase reporter, luminescence, 24 h | Potency, µM (series often up to 57 µM), for inactives: at the top dose activity change, negative = inhibition, hits mostly inhibitors | actives 0.72% (n = 360,000) | AID 1745845; note: potency is the fitted concentration of half-maximal effect; % is set by controls: 0 for no effect and ±100 for the full control effect; nearly all actives have a fitted effect of over 55% in size
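qHTS (up to 57 uM final) was run with 24 h compound exposure of reporter cells at 37 °C. Each well was multiplexed: SteadyGlo luminescence measured ATXN2-luciferase expression after a fluorogenic Gly-Phe-AFC viability readout (25 uM final).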
* = called active by the depositor; i = inactive; ? = inconclusive; . = no result given; & = joins results of further samples; [ ] = dose if it differs, or a comment. Unless noted, calls come from the whole dose curve; as a rule, active = well fitted curve in the direction sought with a large enough effect; inconclusive = small, poorly fitted or top-dose-only effect, or another doubt; inactive = no such curve, though single readings can be large; an effect the other way counts as inactive or inconclusive.

1: Cc1ccc(NC(=O)[C@H](NC(=O)[C@@H]2Cc3ccccc3CN2)c2ccccc2)cc1
2: O=C(COc1ccccc1)Nc1cccc(-c2cn3cccnc3n2)c1
3: COC(=O)c1ccc(C#Cc2ccccc2)o1
4: N/C(CN1CCCC1=O)=N\O
5: CSc1sc(C(=O)O)c2c1C(=O)CC(C)(C)C2
6: COc1ccc(NC(=O)CC2C(=O)N(c3ccc(F)cc3)C(=O)N2Cc2ccco2)cc1 (stereo not given)
7: Cc1cc(C)n(-c2ncnc3sc(C)c(C)c23)n1
8: COc1ccc(NC(=O)Cn2nc(C)c([N+](=O)[O-])c2C)cn1
Assay by compound	1	2	3	4	5	6	7	8
Nrf2 activator	0.4%	4.2%&5.3%	21%	-0.7%	0.1%	0.0%	2.7%	-0.5%
IL1B secr inh	-12	i	-1	13	.	.	-3	21
HepG2 tox	-3%	3%&-1%	-25%	5%	3%	-20%	24%	-1%
Nrf2 inh	1%	?	?	13%	-3%	12%	1%	-1%
S2 tox	i	i	i	i	i	.	i	i
MCF10A rereplic	0%	15%	-2%	-2%	?	.	-3%	2%
TGFb SMAD3 inh	-5%	7%&-2%	9%	3%	20%	-4%	10%	13%
A549 tox	2%	8%&8%	11%	.	-4%	0%	-1%	4%
ATXN2 expr inh	13%	5%&-7%	12%	-2%	2%	.	0%	.

In another format: 7 of the compounds above.
cpd | smiles | Nrf2 activator | IL1B secr inh | HepG2 tox | Nrf2 inh | S2 tox | MCF10A rereplic | TGFb SMAD3 inh | A549 tox | ATXN2 expr inh
2 | O=C(COc1ccccc1)Nc1cccc(-c2cn3cccnc3n2)c1 | 4.2%&5.3% | i | 3%&-1% | ? | i | 15% | 7%&-2% | 8%&8% | 5%&-7%
3 | COC(=O)c1ccc(C#Cc2ccccc2)o1 | 21% | -1 | -25% | ? | i | -2% | 9% | 11% | 12%
4 | N/C(CN1CCCC1=O)=N\O | -0.7% | 13 | 5% | 13% | i | -2% | 3% | . | -2%
5 | CSc1sc(C(=O)O)c2c1C(=O)CC(C)(C)C2 | 0.1% | . | 3% | -3% | i | ? | 20% | -4% | 2%
6 | COc1ccc(NC(=O)CC2C(=O)N(c3ccc(F)cc3)C(=O)N2Cc2ccco2)cc1 (stereo not given) | 0.0% | . | -20% | 12% | . | . | -4% | 0% | .
7 | Cc1cc(C)n(-c2ncnc3sc(C)c(C)c23)n1 | 2.7% | -3 | 24% | 1% | i | -3% | 10% | -1% | 0%
8 | COc1ccc(NC(=O)Cn2nc(C)c([N+](=O)[O-])c2C)cn1 | -0.5% | 21 | -1% | -1% | i | 2% | 13% | 4% | .

New compounds follow.
9: CCOc1cc2c(cc1OCC)C(C(=O)O)C(c1cc(OC)c(OC)c(OC)c1)N(C)C2=O (stereo not given)
10: Cc1ccc2cc(C)c(SCC(=O)Nc3cc(C)on3)nc2c1
11: CCCCOc1ccccc1Cn1c(=O)oc2ccccc21
12: CCCCN(C(=O)NC(=O)Nc1ccccc1C)S(C)(=O)=O
13: COc1cc(/C=N/NC(=O)c2c(-c3ccccc3)noc2C)cc(OC)c1OC
14: CCN(CC)c1ncnc2scc(C3COc4ccccc4O3)c12 (stereo not given)
15: CCc1cccc(NC(=O)CCN2C(=O)c3ccccc3Sc3ncccc32)c1
16: O=S(=O)(Cc1ccccc1)c1ccccc1-c1nnc(-c2ccccc2)o1
Assay by compound	9	10	11	12	13	14	15	16
Nrf2 activator	0.3%	2.1%	-0.7%	-0.7%	0.2%	0.1%	1.1%	-0.1%
IL1B secr inh	6	-1	0	26	13	-6	.	-8
HepG2 tox	-9%	5%	1%	-15%	-3%	-17%	-30%	-1%
Nrf2 inh	11%	4%	-3%	-5%	?	?	?	.
S2 tox	i	i	i	?	i	i	.	?
MCF10A rereplic	5%	4%	8%	17%	2%	?	.	1%
TGFb SMAD3 inh	1%	4%	20%	-12%	2%	-8%	-23%	1%
A549 tox	-3%	-3%	-1%	-6%	-10%	-2%	6%	-10%
ATXN2 expr inh	8%	-13%	-10%	13%	-4%	-18%	.	-14%

Overlap with the part before: two compounds, followed by the next part.
15: CCc1cccc(NC(=O)CCN2C(=O)c3ccccc3Sc3ncccc32)c1
16: O=S(=O)(Cc1ccccc1)c1ccccc1-c1nnc(-c2ccccc2)o1
17: COc1ccc(CNC(=O)C(c2ccncc2)N(C(=O)Cc2cccs2)c2cccc(C)c2)cc1 (stereo not given)
18: CCNS(=O)(=O)c1cc(Br)ccc1OC
19: NS(=O)(=O)c1ccc(CNC(=O)C2CCCN2C(=O)c2cccs2)cc1 (stereo not given)
20: O=C(NC1CCS(=O)(=O)C1)N1CCCCC1 (stereo not given)
21: CC(CCc1ccccc1)NC(=O)CNc1cccc([N+](=O)[O-])c1 (stereo not given)
22: Cc1ccc(Nc2nc(NCCCN3CCOCC3)nc(N)c2[N+](=O)[O-])cc1C
23: O=C(/C(=C(/[O-])c1ccccc1)[n+]1ccccc1)c1ccc([N+](=O)[O-])cc1
24: COc1ccc(N(CC(=O)Nc2ccc3c(c2)OCO3)S(=O)(=O)c2ccccc2)c(OC)c1
Assay by compound	15	16	17	18	19	20	21	22	23	24
Nrf2 activator	1.1%	-0.1%	3.2%	-0.7%	0.3%	0.1%	0.2%	-0.7%	0.0%	-0.8%
IL1B secr inh	.	-8	-11	3	29	-18	-17	-3	11	-17
HepG2 tox	-30%	-1%	-33%	3%	15%	0%	-20%	-8%	-8%	-4%
Nrf2 inh	?	.	2%	0%	22%	3%	-14%	11%	12%	5%
S2 tox	.	?	i	i	i	i	i	?	i	i
MCF10A rereplic	.	1%	0%	-1%	-15%	1%	-5%	16%	10%	16%
TGFb SMAD3 inh	-23%	1%	-13%	0%	-4%	0%	-6%	0%	-8%	0%
A549 tox	6%	-10%	-6%	-3%	13%	5%	-11%	0%	-3%	-16%
ATXN2 expr inh	.	-14%	12%	-2%	3%	-5%	0%	-29%	10%	-11%

25: COc1ccc(CCN2C(=O)CCC3=C2CCCC3=O)cc1OC
26: CC(C)N1CCc2nc(SCC(=O)Nc3cccc(F)c3)[nH]c(=O)c2C1
27: COc1ccccc1NC(=O)Nc1ncccc1C
28: Cc1ccc(-c2nc3c(=O)n(C)c4ccccc4c3o2)cc1
29: Cn1nc(-c2ccccc2)c(-c2ccccc2)c(C(=O)Nc2ccccc2C(N)=O)c1=O
30: Cc1cc(C)c(NC(=O)CS(=O)CC(=O)N2CCN(c3ccc(F)cc3)CC2)c(C)c1 (stereo not given)
31: COc1ccccc1N(C(=O)CNC(=O)c1ccco1)C(C(=O)NC1CCCC1)c1ccncc1 (stereo not given)
32: CCOC(=O)N(C)c1c(CC)nc2c(OCc3ccc(F)cc3)cccn12
Assay by compound	25	26	27	28	29	30	31	32
Nrf2 activator	-0.3%	0.0%	3.3%	21%	3.6%	0.3%	-0.9%	0.4%
IL1B secr inh	41	.	0	23	.	-12	1	-10
HepG2 tox	-27%	-9%	-3%	-4%	-9%	-24%	-2%	2%
Nrf2 inh	.	-7%	8%	13%	11%	.	7%	.
S2 tox	i	i	i	i	.	i	i	i
MCF10A rereplic	.	.	9%	9%	.	-15%	-2%	.
TGFb SMAD3 inh	11%	-4%	-17%	-6%	0%	-4%	0%	-11%
A549 tox	.	-1%	-1%	1%	-1%	-8%	-7%	.
ATXN2 expr inh	8%	-1%	26%	-16%	.	-14%	1%	-29%

33: CCn1nc(NC(=O)c2ccco2)c2cc3cc(C)ccc3nc21
34: COc1ccc(S(=O)(=O)NCc2ccccn2)cc1OC
35: COc1cc(OC)c(C2=NOC(C(=O)NCCc3ccccc3)C2)cc1Cl (stereo not given)
36: COc1cccc(NC(=S)N2CCCC2)c1
37: O=C1CCC(/C=C/c2ccccc2)=NN1Cc1ccc(Cl)c(Cl)c1
38: Cc1cnc([N+](=O)[O-])n1CCOC(=O)NC(=O)c1ccc(C(F)(F)F)cc1
39: O=C(NS(=O)(=O)Oc1ccc(F)cc1F)OC[C@@H]1CCCN2CCCCC12 (stereo not given in full)
40: CCC(C)NC(=O)CCc1c(C)nc2nc(-c3cc(OC)cc(OC)c3)nn2c1C (stereo not given)
Assay by compound	33	34	35	36	37	38	39	40
Nrf2 activator	3.1%	-0.4%	-0.4%	2.8%	2.6%	0.1%	-0.6%	-1.1%&-0.8%
IL1B secr inh	-50*	40	-17	8	?	-4	-1	-4
HepG2 tox	1%	5%	-9%	0%	-12%	5%	-13%	2%&-1%
Nrf2 inh	?	0%	?	1%	0%	5%	?	5%&-20%
S2 tox	.	i	i	i	i	i	i	i
MCF10A rereplic	?	-7%	13%	-2%	?	0%	-6%	0%
TGFb SMAD3 inh	11%	7%	?	-9%	?	6%	-5%	-10%&3%
A549 tox	1%	8%	?	-4%	2%	0%	1%	-2%&0%
ATXN2 expr inh	12%	-9%	-1%	21%	-1%	-4%	7%	1%&4%

41: COc1ccc(/C=C2\SC(=O)N(CCC(=O)NCCCn3ccnc3)C2=O)cc1
42: Cc1ccc2nc(C)c(C(=O)N/N=C/c3ccc(C(=O)O)cc3)cc2c1
43: CCOc1ccccc1N(CC)C(=O)Cn1ncc2c1-c1ccccc1OC2
44: O=C(COC(=O)C1COc2ccccc2O1)NC(=O)Nc1ccc2c(c1)OCCO2 (stereo not given)
Assay by compound	41	42	43	44
Nrf2 activator	0.5%	0.3%	9.2%	0.1%
IL1B secr inh	-25	21	.	20
HepG2 tox	-4%	1%	-6%	1%
Nrf2 inh	18%	1%	6%	19%
S2 tox	i	i	.	i
MCF10A rereplic	?	-18%	.	0%
TGFb SMAD3 inh	-2%	8%	?	2%
A549 tox	1%	-7%	1%	-16%
ATXN2 expr inh	19%	4%	?	30%[activator]

High-throughput results as filed in PubChem.
